Source: PubChem BioAssay (The Scripps Research Institute Molecular Screening Center)
PAFAH1B3 FP inh – PAFAH1B3 enzyme inhibitors, primary screen, biochemical, fluorescence polarization, human; Platelet-activating factor acetylhydrolase IB subunit alpha1 (Homo sapiens), Q15102; recombinant PAFAH1B3, FP-rhodamine probe; inhibition, % at 3.39 µM; 340,000 tested, 0.28% active; AID 492972, 2010;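 active means inhibition above the screen-wide average of all tested compounds plus 3 SD, cut at about 25% in these data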;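 further: 0% = enzyme with DMSO only and 100% = wells lacking PAFAH1B3 protein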
PAD4 inh – human PAD4 inhibitors, primary screen, biochemical, fluorescence polarization, 1536-well format | AID 485272, 2010 | 330,000 tested, 0.41% active | inhibition, % at 6.36 µM | Protein-arginine deiminase type-4 (Homo sapiens), Q9UM07 | recombinant PAD4, RCA probe fluorescence polarization;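 active means percent inhibition above a cutoff equal to the mean of all tested compounds plus 3 SD, cut at about 15% in these data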;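 further: 0% = PAD4 with RCA probe and DMSO and 100% = probe without PAD4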
PME-1 primary – PME-1 inhibitors via competitive probe labeling, primary screen, biochemical, fluorescence polarization, FP-Rh probe, HTS. 320,000 tested, 0.53% active. Protein phosphatase methylesterase 1 (Homo sapiens), Q9Y570. recombinant PME-1. inhibition, % at 5.9 µM;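 active means inhibition above the campaign mean of all compounds plus 3 SD, cut at about 26% in these data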;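 further: competitive labeling of PME-1 active site by serine hydrolase directed probe; 0% = PME-1 with DMSO and 100% = wells lacking PME-1 enzyme; inhibitors block probe labeling so polarization falls and inhibition rises; many of its hits are not listed in these tables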
Target sequence (Q9Y570 whole entry, looked up): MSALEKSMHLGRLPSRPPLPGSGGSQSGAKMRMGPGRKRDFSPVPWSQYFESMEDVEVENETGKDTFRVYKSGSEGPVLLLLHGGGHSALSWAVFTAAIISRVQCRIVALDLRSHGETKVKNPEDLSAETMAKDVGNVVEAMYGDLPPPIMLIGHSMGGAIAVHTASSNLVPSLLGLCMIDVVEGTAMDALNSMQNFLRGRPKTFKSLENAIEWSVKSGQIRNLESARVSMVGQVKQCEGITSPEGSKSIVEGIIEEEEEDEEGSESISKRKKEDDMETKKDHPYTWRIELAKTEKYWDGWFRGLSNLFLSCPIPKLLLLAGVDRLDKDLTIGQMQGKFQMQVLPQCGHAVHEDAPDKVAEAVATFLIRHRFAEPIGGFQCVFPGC
GSTO1 inh – inhibitors of recombinant GSTO1, primary screen, counter-screen for RBBP9 inhibitor project, biochemical, fluorescence polarization | AID 1974, 2009 | activity-based probe fluorescence polarization | 300,000 tested, 1.1% active | Glutathione S-transferase omega-1 (Homo sapiens), P78417 | inhibition, % at 5.96 µM;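 active means inhibition above the campaign mean inhibition plus 3 SD, cut at about 35% in these data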;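 further: 0% = GSTO1-1 with DMSO and 100% = wells lacking GSTO1-1 enzyme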
Target sequence (P78417 whole entry, looked up): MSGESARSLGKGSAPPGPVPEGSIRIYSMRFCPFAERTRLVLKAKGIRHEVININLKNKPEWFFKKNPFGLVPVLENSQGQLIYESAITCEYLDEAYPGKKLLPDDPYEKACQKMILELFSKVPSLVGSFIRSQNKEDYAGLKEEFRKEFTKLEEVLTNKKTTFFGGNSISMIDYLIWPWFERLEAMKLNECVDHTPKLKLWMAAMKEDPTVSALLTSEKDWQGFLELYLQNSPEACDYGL
PREPL inhibitor – PREPL enzyme inhibitors, primary screen, biochemical, fluorescence polarization | recombinant PREPL, fluorescence polarization activity-based probe | inhibition, % at 5.96 µM | 320,000 tested, 0.68% active | AID 2751, 2010; in the data active means inhibition above about 43%;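 further: 0% = enzyme with DMSO and 100% = wells lacking enzyme; many of its hits are not listed in these tables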
PAFAH1B2 inh – PAFAH1B2 enzyme inhibitors, primary screen, biochemical, fluorescence polarization, human; Platelet-activating factor acetylhydrolase IB subunit alpha2 (Homo sapiens), P68402; recombinant PAFAH1B2, FP-rhodamine activity probe; inhibition, % at 3.39 µM; 340,000 tested, 1.2% active; AID 492953, 2010;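 active means inhibition above the mean of all tested compounds plus 3 SD, cut at about 24% in these data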;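 further: 0% = enzyme with DMSO and 100% = wells lacking PAFAH1B2; many of its hits are not listed in these tables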
LYPLA1 counter – LYPLA1 inhibitors, primary screen, counter-screen for PME1 inhibitor project, biochemical, fluorescence polarization, FP-Rh probe ABPP. Acyl-protein thioesterase 1 (Homo sapiens), O75608. recombinant LYPLA1. inhibition, % at 5.9 µM. 320,000 tested, 0.16% active. AID 2174, 2009;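 active means inhibition above the mean of all tested compounds plus 3 SD, set per campaign, cut at about 14% in these data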;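 further: inhibitors block serine hydrolase probe labeling of LYPLA1 so polarization falls; 0% = enzyme with DMSO and 100% = wells lacking LYPLA1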
LYPLA2 inh – LYPLA2 inhibitors, primary screen, counter-screen for PME1 inhibitor project, biochemical, fluorescence polarization, FP-Rh probe ABPP | inhibition, % at 5.9 µM | recombinant LYPLA2 | AID 2177, 2009 | 320,000 tested, 0.38% active;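 active means inhibition above the screen-wide mean plus 3 SD, limit set per campaign, cut at about 26% in these data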;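 further: 0% = LYPLA2 with DMSO and 100% = wells lacking LYPLA2 enzyme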
pPAFAH inh – pPAFAH enzyme inhibitors, primary screen, biochemical, fluorescence polarization, human; AID 463082, 2010; recombinant pPAFAH, FP-rhodamine probe fluorescence polarization; Platelet-activating factor acetylhydrolase (Homo sapiens), Q13093; 330,000 tested, 1.5% active; inhibition, % at 3.39 µM;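 active means inhibition above the mean inhibition across the screen plus 3 SD, cut at about 25% in these data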;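 further: inhibitors block binding of the rhodamine activity-based probe so polarization drops; 0% = enzyme with DMSO and 100% = wells lacking pPAFAH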
Target sequence (Q13093 whole entry, looked up): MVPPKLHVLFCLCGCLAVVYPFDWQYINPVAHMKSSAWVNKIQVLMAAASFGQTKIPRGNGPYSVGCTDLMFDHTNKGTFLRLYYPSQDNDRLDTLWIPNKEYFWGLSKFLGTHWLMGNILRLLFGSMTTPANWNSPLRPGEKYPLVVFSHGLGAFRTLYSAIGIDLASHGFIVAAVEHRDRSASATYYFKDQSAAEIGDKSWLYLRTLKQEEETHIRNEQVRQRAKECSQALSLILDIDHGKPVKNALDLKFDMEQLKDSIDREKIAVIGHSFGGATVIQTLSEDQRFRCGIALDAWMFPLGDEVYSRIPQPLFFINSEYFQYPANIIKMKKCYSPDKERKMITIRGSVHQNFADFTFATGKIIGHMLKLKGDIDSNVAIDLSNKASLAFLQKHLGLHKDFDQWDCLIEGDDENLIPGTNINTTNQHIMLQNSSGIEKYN
The depositor's hits bear a star; nt = no result given. Some of the compounds tested (hit frequency here may not be typical).

The line under a structure holds: PAFAH1B3 FP inh | PAD4 inh | PME-1 primary | GSTO1 inh | PREPL inhibitor | PAFAH1B2 inh | LYPLA1 counter | LYPLA2 inh | pPAFAH inh
1) COc1cc(OC)cc(C(=O)Nc2ccc3c(c2)CCCN3C(=O)c2cccs2)c1
 : 12 | -9 | 4 | -7 | 2 | 4 | -7 | -4 | 0
2) Cc1cc(C)c(C#N)c(SCC(=O)Nc2nonc2N)n1
 : 11 | 2 | 2 | 12 | 14 | 5 | 1 | 1 | 0
3) Cc1nnc(SCc2nc3ccccc3s2)n1N
 : 4 | 1 | -6 | -1 | -2 | -1 | 4 | 4 | 2
4) CC1=CCC2C(=O)N(c3ccc(N4CCOCC4)cc3)C(=O)C2C1 (centres undefined)
 : 6 | 0 | 9 | 4 | 11 | 9 | 3 | 0 | 4
5) COc1ccc(S(=O)(=O)N2CCCC(C(=O)Nc3ccc4c(c3)OCCO4)C2)cc1 (centres undefined)
 : 2 | 2 | 4 | 17 | 14 | 1 | -2 | 4 | 4
6) O=C(CN1CCOCC1)Nc1ccc(Cl)cn1
 : 7 | 5 | -3 | -1 | -6 | 2 | -1 | 6 | 1
7) CN1CCN(C(=O)CCC(=O)c2ccc(F)cc2)CC1
 : 0 | -1 | -4 | 4 | 15 | 3 | -1 | -4 | -1
8) O=C(Cn1cc(C(F)(F)F)ccc1=O)N1CCN(S(=O)(=O)c2ccccc2)CC1
 : 3 | 2 | 4 | -2 | 0 | 3 | 0 | 7 | 3
9) O=C(CNC(=O)c1ccc(Br)cc1)c1ccccc1
 : 7 | -3 | 2 | 0 | -8 | 8 | 1 | 2 | -1
10) CC(=O)Nc1ccc(Oc2cc(C#N)c(C#N)cc2N2CCCCCC2)cc1
 : 3 | -1 | 4 | -16 | 4 | -2 | -1 | -2 | 5
11) O=C(O)c1cccc(-c2ccc(/C=N/n3cnc4sc5c(c4c3=O)CCCC5)o2)c1
 : nt | -5 | 0 | -1 | -1 | nt | -7 | -1 | 4
12) CC(C)C(=O)Nc1ccc(C(=O)Nc2ccc(Br)cc2F)cc1
 : 5 | -4 | -3 | -1 | -10 | 8 | 1 | -5 | 3
13) COc1ccccc1C1=Nn2c(nnc2C2CCCCC2)SC1
 : 2 | -5 | -4 | 0 | 3 | 3 | -3 | -1 | 4
14) Cc1ccc(NC(=O)CN(C)C(=O)C(Sc2ccccc2)c2ccccc2)cc1 (centres undefined)
 : 6 | 0 | -1 | nt | -9 | 5 | -1 | 1 | 2
15) O=C(Nc1ccc(C(=O)Oc2ccccc2)c(O)c1)c1ccccc1
 : -4 | 4 | -2 | -11 | 1 | 5 | -14 | -2 | -7
16) O=C(Cn1cnc([N+](=O)[O-])c1)NC1CCCC1
 : -3 | 0 | 0 | -3 | 8 | 3 | 0 | -5 | -5
17) C=CCn1c(-c2sccc2C)n[nH]c1=S
 : 8 | 4 | 0 | 5 | 10 | 4 | -4 | -1 | -6
18) COc1ccc(CN(C)C(=O)CNC(=O)CNC(=O)c2ccc(Cl)cc2Cl)cc1F
 : -1 | 0 | -4 | 8 | 1 | 3 | -1 | 5 | -5
19) COc1cccc2c1Oc1ncccc1N(C(=O)CCC(=O)NCc1ccccc1Cl)C2
 : 2 | 0 | 0 | 19 | 9 | 4 | 1 | 2 | 3
20) CC1=CC(C)(C)N(C(=O)CSc2nnc(N)s2)c2ccccc21
 : 4 | -10 | -17 | -5 | -14 | 4 | -8 | -22 | -5
21) O=c1c2ccccc2[nH]c(=S)n1CCN1CCc2ccccc2C1
 : 2 | -3 | 1 | 10 | -14 | 1 | 0 | -4 | 3
22) CCN(CC)c1ccc(C(=O)NNC(=O)CCc2nc3ccccc3c(=O)[nH]2)cc1
 : 1 | -2 | 6 | -6 | 21 | 1 | 1 | 27* | 7
23) Cc1ccc(NS(=O)(=O)c2cccc(C(=O)Nc3cc(C)on3)c2)cc1
 : 3 | -6 | 4 | 6 | 0 | 3 | 0 | 6 | 33*
24) COc1ccc(S(=O)(=O)Nc2ccc3oc(C)c(C(=O)O)c3c2)cc1
 : 8 | 0 | 4 | 19 | -1 | 15 | -5 | -7 | 0
25) COc1cccc(C(=O)c2c(C)c(CCC#N)n3ccccc23)c1OC
 : 11 | -2 | -6 | -5 | -8 | 3 | 3 | 4 | 2
26) CCOC(=O)C1(Cc2ccc(OC)cc2)CCN(C(=O)c2cc(C)on2)CC1
 : 3 | 3 | -7 | 10 | 17 | -2 | -3 | 2 | -2
27) CC1CN(C(=O)c2cccs2)CC(C)O1 (centres undefined)
 : 3 | -2 | 4 | 1 | 2 | 3 | 1 | 3 | 2
28) Nc1c(C(=O)N2CCCCCC2)oc2ccccc12
 : 9 | 2 | -1 | -2 | 3 | 0 | -2 | 2 | 8
29) Cc1c(C(=O)NCCc2ccc3c(c2)OCCO3)oc2ccccc12
 : 1 | 0 | -16 | -5 | -22 | 5 | -3 | -6 | -2
30) CCS(=O)(=O)Nc1ccc(C2=NN(C(C)=O)C(c3cccs3)C2)cc1 (centres undefined)
 : -4 | 4 | 1 | 3 | -2 | -1 | 2 | 2 | -1
31) Cc1ccc(C(=O)COC(=O)c2cccc([N+](=O)[O-])c2)s1
 : -2 | 8 | -1 | nt | 3 | 0 | -1 | 11 | 9
32) CCCCOC(C)n1cc(F)c(=O)[nH]c1=O (centres undefined)
 : -5 | 1 | -6 | 3 | -9 | 5 | 3 | -1 | -1
33) C#CCOCCOCCOCCNc1nc(N2CCN(C(=O)[C@H](C(C)C)n3cc(CCO)nn3)CC2)nc(N2CCN(C(=O)[C@H]([C@@H](C)CC)n3cc(CCCN=C(N)N)nn3)CC2)n1
 : 2 | -3 | -2 | 5 | 2 | 5 | 1 | -1 | 5
34) O=C(/C=C/c1ccccc1)NC(=O)c1ccccc1O
 : -2 | 1 | -8 | -5 | -4 | 5 | -4 | 3 | 7
35) Cc1ccc(NC(=O)CSc2n[nH]c(C)c2[N+](=O)[O-])cc1C
 : 4 | -1 | -11 | -5 | -12 | 2 | -4 | -10 | -4
36) CCOC(=O)Cn1nnnc1CN(Cc1ccc(OC)cc1)Cc1cc2cc(CC)ccc2[nH]c1=O
 : -5 | -4 | 2 | 1 | 6 | 4 | -2 | -9 | 0
37) COCCNc1nnc(SCC(=O)c2ccc3c(c2)OCO3)s1
 : 0 | -2 | 0 | 5 | 0 | -1 | 1 | -4 | 12
38) CCOc1ccc(C(=O)NCc2cccs2)cc1
 : 1 | 5 | -8 | 11 | -3 | -2 | 2 | -2 | -6
39) CN1CCCC(OC(=O)c2cc(Cl)cc(Cl)c2)C1 (centres undefined)
 : 7 | 0 | -2 | 3 | -10 | -1 | 1 | 4 | -4
40) Cc1cc(C)nc(N/C(=N\S(=O)(=O)Cc2ccccc2)Nc2ccccc2Br)n1
 : 5 | -5 | -5 | -4 | 4 | -1 | -4 | -9 | 11
41) CN(C)C(CNC(C(=O)Nc1ccc(F)cc1)c1ccccc1)c1ccccc1 (centres undefined)
 : 3 | 1 | -1 | -9 | -8 | 10 | -1 | 5 | 1
42) COc1ccc(C(C)=O)cc1CSCc1cc(C(C)=O)ccc1OC
 : 20 | -5 | -1 | -5 | -10 | 14 | 1 | -6 | 3
43) CC(NC(=O)C1CCN(S(=O)(=O)c2cccc3nonc23)CC1)c1ccccc1 (centres undefined)
 : 11 | -1 | -1 | 5 | -2 | 8 | -2 | -1 | 5
44) Cc1cccc(NC(=O)CSc2nc(COc3ccccc3)nc3ccccc23)c1C
 : 15 | 1 | 1 | 1 | 10 | 0 | -1 | 0 | -3
45) CC1(C)O[C@@H]2[C@H](O1)[C@@H](COS(=O)(=O)O)O[C@H]2n1c(=S)[nH]c2c(=O)[nH]c(N)nc21
 : 10 | 2 | 6 | nt | 13 | 7 | 4 | 3 | -2
46) CC(=O)Nc1ccc(S(=O)(=O)n2cnc3ccccc32)cc1
 : 7 | -2 | -15 | -1 | -14 | 1 | -8 | -1 | -8
47) O=C(NCc1ccc(F)cc1)C1CCN(S(=O)(=O)N2CCCC2)CC1
 : 2 | 3 | 6 | 9 | 1 | 6 | -5 | -1 | -2
48) S=c1[nH]nc(C2CCCCC2)n1/N=C/c1ccccc1Cl
 : 16 | 1 | 2 | -5 | 23 | 4 | -1 | 4 | 12
49) CCCC(=O)C1=C(SCC)CC(C)(C)C(C(=O)OC)C1=O (centres undefined)
 : 7 | 0 | 0 | 4 | 2 | 6 | 3 | 3 | 7
50) O=c1c(=O)n(O)c2ccccc2n1O
 : 11 | 3 | -4 | 3 | -1 | 1 | -2 | 5 | 2
51) O=c1[nH]c(SCc2ccc(F)cc2)nc2c1cnn2-c1ccc(F)cc1
 : 0 | -2 | -3 | -4 | 0 | -4 | 0 | 2 | 5
52) C#CCSc1nnnn1-c1cccc(Cl)c1
 : -1 | -2 | -1 | 2 | -9 | 5 | -1 | 1 | 1
53) COc1ccc(S(=O)(=O)N2CCOC2CNC(=O)C(=O)NCCCN2CCOCC2)cc1C (centres undefined)
 : 8 | 1 | 1 | 3 | -5 | -2 | -4 | 1 | -1
54) CCC(=O)N1CCC2(CC1)Oc1ccc(Cl)cc1C(=O)C21CC(c2cccnc2)=NO1 (centres undefined)
 : 0 | 1 | 2 | -2 | 0 | -2 | 5 | 10 | -2
55) C=CCn1c(SCC(=O)Nc2cc(C)on2)nc2sc(C)c(C)c2c1=O
 : -13 | 1 | -6 | 4 | 3 | -6 | -5 | -2 | 3
56) CCOC(=O)c1cc(-c2cccs2)nc2c1c(C)nn2-c1ccccn1
 : 6 | 2 | -11 | -18 | 4 | 8 | -4 | -4 | 1
57) Cc1cccc(C(=O)OCC(=O)NN2C(=O)NC3(CCC(C)CC3)C2=O)c1O (centres undefined)
 : 9 | 2 | -2 | -4 | 5 | 3 | -2 | 2 | 3
58) CCOC(=O)C1CCN(C(=O)Nc2ccc3oc(C)nc3c2)CC1
 : 9 | -11 | 0 | 2 | -2 | -1 | 2 | 4 | 1
59) O=C(COc1ccc(Br)cc1)Nc1ccccc1N1CCCC1
 : -3 | 2 | -2 | -1 | 9 | 15 | -2 | 2 | 59*
60) CC(C)CCC(C)NC(=O)CN1C(=O)NC(C)(c2ccc3ccccc3c2)C1=O (centres undefined)
 : 3 | 4 | 1 | -1 | -2 | 3 | -2 | -1 | 9
61) Oc1ccccc1CN1CCCC(N2CCN(c3cccc(C(F)(F)F)c3)CC2)C1 (centres undefined)
 : 2 | 1 | -1 | 7 | 11 | 5 | 5 | 17 | 6
62) Cc1ccc2nc(Cl)c(CN(Cc3cccs3)C(=O)C3CC3)cc2c1
 : 5 | 2 | 3 | 8 | -12 | 4 | -6 | -5 | 8
